Compound activity (PubChem)
STK33 kinase inh: human STK33 kinase inhibition; purified STK33, MBP phosphorylation, ADP-Glo luminescence; AID 2661; inhibition, % at 10 µM; hit rate 0.073% among 320,000;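 active = inhibition at or above 25%, using the most active replicate where run in duplicate; inactive = inhibition below 25%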
Target sequence (Q9BYT3 whole entry, looked up): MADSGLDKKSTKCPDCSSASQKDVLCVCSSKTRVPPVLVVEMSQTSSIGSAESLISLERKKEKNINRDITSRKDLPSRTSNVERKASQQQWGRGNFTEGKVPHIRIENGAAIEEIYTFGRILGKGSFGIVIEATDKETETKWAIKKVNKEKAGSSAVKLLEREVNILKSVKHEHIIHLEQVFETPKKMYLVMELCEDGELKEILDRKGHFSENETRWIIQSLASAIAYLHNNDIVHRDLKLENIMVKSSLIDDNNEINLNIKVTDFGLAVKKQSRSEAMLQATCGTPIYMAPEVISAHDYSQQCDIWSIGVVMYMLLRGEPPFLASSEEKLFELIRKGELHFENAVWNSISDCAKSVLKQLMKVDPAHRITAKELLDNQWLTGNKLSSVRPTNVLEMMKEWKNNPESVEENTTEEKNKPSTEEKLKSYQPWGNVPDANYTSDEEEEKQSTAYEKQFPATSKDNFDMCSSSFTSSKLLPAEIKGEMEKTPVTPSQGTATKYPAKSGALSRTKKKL
Kir21 inh: inhibitors of mouse Kir2.1 inward-rectifier potassium channel | P35561 | HEK293-Kir2.1, FluxOR thallium flux fluorescence; active compounds read low | B-score at 10 µM | hit rate 0.85% among 310,000;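 active = fluorescence ratio B-score at or below minus 3 SD of library scores, with starting-brightness B-score within 2 SD, cut at about -4.2 in these data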;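 note: channel flux triggered by added potassium and thallium sulfate stimulus; B-score of peak minus minimum fluorescence over baseline after thallium stimulus; more negative B-score means stronger Kir2.1 block with less thallium influx; some compounds called inactive have numbers as strong as hits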
Target sequence (P35561 whole entry, looked up): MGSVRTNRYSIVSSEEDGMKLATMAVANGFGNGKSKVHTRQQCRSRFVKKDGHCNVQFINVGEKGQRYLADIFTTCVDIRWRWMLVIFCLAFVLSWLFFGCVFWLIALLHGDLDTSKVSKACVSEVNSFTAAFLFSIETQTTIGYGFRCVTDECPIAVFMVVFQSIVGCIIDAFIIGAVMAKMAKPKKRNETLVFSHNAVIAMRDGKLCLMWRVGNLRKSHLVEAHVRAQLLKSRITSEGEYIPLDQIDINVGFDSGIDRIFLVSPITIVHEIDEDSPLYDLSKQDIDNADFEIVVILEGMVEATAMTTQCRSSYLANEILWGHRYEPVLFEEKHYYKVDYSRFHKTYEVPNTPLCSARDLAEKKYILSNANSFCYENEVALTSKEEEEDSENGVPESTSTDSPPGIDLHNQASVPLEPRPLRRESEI
Numbers without * were called inactive; . = no result given. Hits appear at their usual frequency; about 0.84% have a hit in one of these screens.

SMILES	STK33 kinase inh	Kir21 inh
COc1ccc(-n2cc(CNCCc3nc(C)cc(C)n3)c(-c3ccccc3Cl)n2)cc1	-1.6	-1.3
O=c1n(Cc2ccccc2)c2cc(Cl)cnc2n1Cc1ccccc1	-0.7	0.4
Cc1ccc(N2CCN(C(=O)c3ccccc3NC(=O)c3ccccc3C(=O)O)CC2)cc1	-0.6	0.26
CCN(C(=O)CN1C(=O)S/C(=C\c2ccc(F)cc2)C1=O)C1CCS(=O)(=O)C1 (stereo not given)	-1.0	0.14
Cc1nn(CC(=O)NCc2ccc(Cl)cc2)c(C)c1[N+](=O)[O-]	-0.7	0.07
O=C(COC(=O)c1n[nH]c2ccccc12)NC(=O)NC12CC3CC(CC(C3)C1)C2	-1.6	0.81
Cc1ccc2c(c1)N(C(=O)CCC(=O)N1CCN(c3ccccn3)CC1)CC(C)O2 (stereo not given)	-0.1	-0.05
CCOc1cc(N2CCOCC2)c(OCC)cc1NC(=O)COc1ccc2ccc(=O)oc2c1	-0.6	-0.03
COc1ccc(CCNC(=O)C(=O)NCC2OCCN2S(=O)(=O)c2ccc(OC)c(OC)c2)cc1 (stereo not given)	-1.1	0.34
CCc1nnc(NC(=O)CCN2C(=O)C3CCCCC3C2=O)s1 (stereo not given)	-1.3	2.6
CC(C)(C)OC(=O)NCCCCCNC(=O)c1[nH]cnc1C(=O)NC1CCN(C(=O)OC(C)(C)C)CC1	-2.5	.
Cc1cccc(C)c1NC(=O)CSc1nnc(C)n1-c1ccccc1	-2.9	0.8
CCc1nc(N2CCN(C(C)=O)CC2)c2c3c(sc2n1)CC(C(C)(C)C)CC3 (stereo not given)	-0.8	1.5
CC[C@H](C)[C@H](NC(N)=O)C(=O)Nc1ccc(OC)c(Cl)c1	-0.6	-0.93
CC(=O)Nc1ccc(NC(=O)CSc2ccc(C(F)(F)F)cc2[N+](=O)[O-])cc1	0.9	1.3
COc1ccc(OC)c(C(c2nnnn2C2CCCC2)N2CCc3ccccc3C2)c1 (stereo not given)	0.3	-0.29
C=C(C)C1(O)OC(=O)C=C1OC (stereo not given)	-0.6	-1.4
Cc1ccc(C(C(=O)NC2CCCCC2)N(C(=O)Cc2c[nH]c3ccccc23)c2ccccc2C)o1 (stereo not given)	-1.8	0.01
CN(c1ccc(C(=O)N2CCc3ccccc3C2)cc1)S(C)(=O)=O	0.9	-0.04
C=CCc1ccccc1OCC(=O)N/N=C/c1ccccc1OCC	-0.4	-0.08
FC(F)(F)c1cccc(N2CCN(CC3CC4C=CC3C4)CC2)c1 (stereo not given)	-2.9	-0.42
Cc1ccc(N2CCN(S(=O)(=O)N3CCCCC3)CC2)cc1Cl	0.0	-0.29
Cc1ccccc1C(=O)OCn1nnc2ccccc2c1=O	-0.7	-1.8
CCCCN(C(=O)c1ccc(N2CCCC2=O)cc1)c1c(N)n(CC(C)C)c(=O)[nH]c1=O	0.0	.
O=C1CS/C(=N/N=C/c2ccc(OS(=O)(=O)c3ccccc3)cc2)N1	2.1	0.06

Next part (3 carried over from the part before).
SMILES	STK33 kinase inh	Kir21 inh
Cc1ccccc1C(=O)OCn1nnc2ccccc2c1=O	-0.7	-1.8
CCCCN(C(=O)c1ccc(N2CCCC2=O)cc1)c1c(N)n(CC(C)C)c(=O)[nH]c1=O	0.0	.
O=C1CS/C(=N/N=C/c2ccc(OS(=O)(=O)c3ccccc3)cc2)N1	2.1	0.06
COc1ccc([N+](=O)[O-])cc1-n1cccc1	-2.7	-1.8
COc1ccc(CCNC(=O)C2CC(=O)N(c3ccc(Br)cc3)C2)cc1OC (stereo not given)	-3.2	-0.28
C/C(=N\NC(=O)COc1ccccc1-c1ccccc1)c1ccccn1	-0.4	1.1
Cc1ccc(C(=O)N2CCN(c3ccccc3F)CC2)cc1S(=O)(=O)N1CCOCC1	-0.2	-1.1
CCOc1ccccc1CNC(=O)c1ccc(NC(=O)C2=C(C)OCCS2)cc1	-1.4	0.24
CCOC(=O)N1CCC(Nc2c(NCCCN3CCN(C4CCCCC4)CC3)c(=O)c2=O)CC1	-2.2	0.56
CC(=O)N1N=C(c2ccc(C)o2)CC1c1ccc(Br)cc1 (stereo not given)	-1.2	0.02
Cc1cc(C)c(C#N)c(SCc2ccc(F)cc2)n1	-2.3	-0.82
Cc1cnc(CN2CCc3c([nH]c4ccccc34)C2CC(C)C)[nH]1 (stereo not given)	0.6	-1.7
CCC(=O)NC(c1cccs1)c1cc(Cl)c2ccccc2c1O (stereo not given)	-3.2	.
CN(C)C(CNC(=O)c1cc2ccccc2o1)c1ccco1 (stereo not given)	-1.1	.
O=C(O)CCc1c(C(=O)O)[nH]c2ccccc12	-1.3	-0.28
CCOc1ccccc1OCCn1nnc2ccccc21	-3.9	0.54
CCOc1cc(C(=O)Nc2nnc(C)s2)cc(OCC)c1OCC	-0.6	0.05
Cc1ccc(NC(=O)CC2=NC(=O)C(CC(=O)Nc3ccccc3F)S2)cc1 (stereo not given)	-0.5	-0.73
CCCCCCOc1ccc(/C(N)=N/O)cc1	0.2	-0.82
CC(=O)Nc1cccc(NCC(=O)Nc2cc(S(=O)(=O)N3CCCCC3)ccc2Cl)c1	-0.8	.
CC(=O)N1C2CCCCC2S[C@H]2CCCCC21 (stereo not given in full)	-1.7	-1.1
O=C(O)c1cc(S(=O)(=O)Nc2ccccc2C(=O)O)ccc1O	-2.7	0.45
CCOC(=O)c1c(C)[nH]c(C(=O)COC(=O)c2ccccn2)c1C	-0.1	0.81
CCn1c(SCc2nc3sc(C(=O)O)c(C)c3c(=O)[nH]2)nc2ccccc21	1.1	-1
COC(=O)c1[nH]c2ccc(C)cc2c1NC(=O)CN1CCN(C(=O)c2ccccc2)CC1	1.6	0.32
Cc1cc(C)cc(OCC(=O)O/N=C(\N)Cc2ccc([N+](=O)[O-])cc2)c1	-4.7	-0.84
CCc1cccc2c(C(=O)Cn3nnc(-c4ccc(OC)c(OC)c4)n3)c[nH]c12	0.0	-0.55
Cc1ccc(NC(=O)NC2CC(=O)N(c3ccc4c(c3)OCCO4)C2)cc1C (stereo not given)	-0.9	1.4
New compounds follow.
SMILES	STK33 kinase inh	Kir21 inh
Cc1ccc2[nH]c(=O)c(CNC(C)C)cc2c1	-1.2	-1.6
O=C(CC(=O)Nc1cccnc1)Nc1cccnc1	0.1	0.53
Cc1ccc(C(=O)O/N=C(\c2ccccc2)c2cccnc2)cc1	0.7	1.3
Cc1ccsc1C(=O)NCCc1ccc(S(N)(=O)=O)cc1	-0.6	-2
COc1cccc(CNC(=O)CCC2CCCN(Cc3ccc4c(c3)CCO4)C2)c1 (stereo not given)	-0.3	-0.02
COc1ccc(CCNC(=O)CCn2c(=O)oc3ccccc32)cc1OC	-0.7	2.9
CCN(C(=O)c1ccccc1)c1ccc([N+](=O)[O-])cc1	0.9	1.1
Cc1ccccc1NC(=O)CN(C)S(=O)(=O)c1ccc(-c2ccc(=O)[nH]n2)s1	-0.6	2.1
O=C(NCc1ccccn1)C(=O)Nc1nc(-c2ccccc2)cs1	0.3	-1.5
CC(=O)N1CCc2cc(S(=O)(=O)NC(CC(C)C)C(=O)N3CCc4ccccc4C3)ccc21 (stereo not given)	-1.5	0.19
Cc1c(C(=O)N2CCCCC2)oc2ccc(S(=O)(=O)N3CC(C)CC(C)C3)cc12 (stereo not given)	1.8	-0.5
COc1ccc(-c2c(=O)n(OCc3nc4ccccc4[nH]3)c3ccccc3[n+]2[O-])cc1	-1.4	-0.97
O=C(Nc1cccc(O)c1)c1ccccc1[N+](=O)[O-]	0.7	1.5
O=C(CNC(=O)c1ccc(Cl)cc1Cl)OCCCn1c(=O)[nH]c2ccccc21	-1.8	-2
Cc1c(C(=O)Nc2ccccn2)oc2ccc(Br)cc12	1.8	0.84
CC1=C(C(=O)Nc2ccc(C)cc2C)C(c2ccc([N+](=O)[O-])cc2)n2ncnc2N1 (stereo not given)	-2.3	0.49
Cc1oc2ccc(O)c(CN3CCOCC3)c2c1C(C)O (stereo not given)	-1.1	-2.4
CCCCn1c(=N)n(CC(O)c2ccccc2)c2ccccc21 (stereo not given)	-2.4	-3
Brc1c(-c2ccc3c(c2)OCO3)nc2ncccn12	1.1	0.72
Cc1cc(NC(=O)CC2Oc3ccccc3NC2=O)ccc1Br (stereo not given)	-0.6	-2.4
CN1CCN(C(CC(=O)Nc2cccc(O)c2)C(=O)O)CC1 (stereo not given)	0.1	0.38
COC(=O)C1CCN(C(=O)COC(=O)c2cc(S(=O)(=O)N3CCOCC3)ccc2C)CC1	-0.9	.
O=C(Nc1ccc(Cl)c(Cl)c1)C1C2C=CC3(O2)C1C(=O)N(CCN1CCCCC1)C3C(=O)NC1CCCCC1 (stereo not given)	-0.5	0.06
Cc1ccc2nc(-c3ccc(NC(=O)CN4CCN(C(=O)c5ccco5)CC4)cc3)sc2c1	-0.1	0.41
CC1Cc2ccccc2N1C(=O)c1ccnc(C(C)(C)C)c1 (stereo not given)	-0.1	0.88
Other records follow:
SMILES	STK33 kinase inh	Kir21 inh
O=C(Nc1ccc(O)cc1)c1cc2ccccc2c(=O)s1	3.3	-1.2
Cc1ccc(O)c(NC(=O)c2cc(-c3ccccc3)on2)c1	-1.5	1.4
CCCC(=O)Nc1nnc(SCC(=O)Nc2ccc3c(c2)OCO3)s1	-1.6	-0.01
O=C1c2ccccc2S(=O)(=O)N1Cc1nnc(-c2ccccc2Br)o1	.	0.07
O=C(COC(=O)/C=C/c1ccccc1)NCCc1ccc(F)cc1	5.2	.
CC(C)c1nnc(NC(=O)C2CCCN2C(=O)Nc2ccccc2F)s1 (stereo not given)	1.0	-0.79
CCOc1cc(NC(=O)c2cccs2)c(OCC)cc1NC(=O)c1ccco1	0.7	1.4
C=CCNc1nc(C(=O)OCC(=O)Nc2cc(S(C)(=O)=O)ccc2Cl)cs1	0.0	-0.44
CN(C)/N=C/c1ccc(P(c2ccc(/C=N/N(C)C)o2)c2ccc(/C=N/N(C)C)o2)o1	-0.1	-1.2
Oc1cc2c(cc1CN1CCN(c3cccc(C(F)(F)F)c3)CC1)CCC2	0.8	0.56
CC(Sc1ccccc1)C(=O)N1CCN(S(=O)(=O)c2ccccc2C(F)(F)F)CC1 (stereo not given)	-0.4	-1.1
CCOC(=O)N1CCN(S(=O)(=O)c2ccc(OCC(=O)OC)c(C)c2)CC1	0.2	0
COc1ccc(Cc2nnc(SCC(=O)Nc3cc(Cl)ccc3C)[nH]c2=O)cc1	-1.4	-0.33
Cc1nnsc1S(=O)c1ccccc1Cl (stereo not given)	0.5	1.6
Cc1cc(-n2cc(Br)c(=O)[nH]c2=O)nc(-c2ccccc2)n1	-1.8	-0.87
CCOc1cc2c(cc1OC)C(NC(=O)C(F)(F)F)CC2=O (stereo not given)	-1.5	0.41
COc1cc(/C=N\Nc2nc3ccccc3[nH]2)cc(OC)c1OC	16	-0.28
Cc1nc(SCC(=O)Nc2ccnc3ccccc23)n[nH]1	1.5	1.7
CN(C)c1ccc(-c2n(C)c3ccccc3[n+]2C)cc1	-0.7	0.64
CCC(=O)Nc1nnc(SCC(=O)NCc2ccc3c(c2)OCO3)s1	-0.8	0.22
O=C(Cc1ccc(F)cc1)N1CCC(CC2CC(c3cccc(Br)c3)=NO2)(C(=O)NCC2CCCCC2)CC1 (stereo not given)	-2.1	2.3
CN1CCN(C2=C(Cl)C(=O)N(CCc3ccccc3)C2=O)CC1	-0.4	0.14
CC(C)C[C@@H](CO)N(Cc1ccccc1)S(=O)(=O)N(Cc1ccccc1)[C@@H](CO)CC(C)C	0.5	.
COC(=O)Cc1ccc(NC(=O)c2ccc(C)c(C)c2)cc1	-0.1	-1.4
CCN1CCc2nc(NC(=O)CC(c3ccccc3)c3ccccc3)sc2C1	1.3	1

Look-ups from the list:
STK33 kinase inh with `CCN1CCc2nc(NC(=O)CC(c3ccccc3)c3ccccc3)sc2C1` : 1.3
Kir21 inh with `O=C(Cc1ccc(F)cc1)N1CCC(CC2CC(c3cccc(Br)c3)=NO2)(C(=O)NCC2CCCCC2)CC1` (stereo not given) : 2.3
STK33 kinase inh with `CCC(=O)Nc1nnc(SCC(=O)NCc2ccc3c(c2)OCO3)s1` : -0.8
STK33 kinase inh with `COC(=O)Cc1ccc(NC(=O)c2ccc(C)c(C)c2)cc1` : -0.1

4 entries already listed, arranged by the number in STK33 kinase inh, rising:
SMILES	STK33 kinase inh	Kir21 inh
CCc1nnc(NC(=O)CCN2C(=O)C3CCCCC3C2=O)s1 (stereo not given)	-1.3	2.6
COC(=O)C1CCN(C(=O)COC(=O)c2cc(S(=O)(=O)N3CCOCC3)ccc2C)CC1	-0.9	.
Cc1ccccc1C(=O)OCn1nnc2ccccc2c1=O	-0.7	-1.8
CN1CCN(C2=C(Cl)C(=O)N(CCc3ccccc3)C2=O)CC1	-0.4	0.14

The listing continues.
SMILES	STK33 kinase inh	Kir21 inh
OCC1CCCN(C2CCN(Cc3nc(Cc4cccc(C(F)(F)F)c4)no3)CC2)C1 (stereo not given)	-1.5	-2.8
O=C(Cc1cccc(C(F)(F)F)c1)NCc1ccc(Cl)cc1Cl	-1.9	3.5
O=C(NCC1CCCO1)c1ccc(NC(=O)C2CC=CCC2C(=O)O)cc1 (stereo not given)	-1.1	-3.4
Fc1ccccc1/C=N/n1cc(-c2ccccc2)[nH]c1=S	-0.3	-0.73
CCN1CCc2nc(N)oc2CC1	0.1	.
O=C(NCCCn1ccnc1)C(=O)Nc1ccccc1	0.3	-1.8
COc1ccc(CNc2ccc(Cl)cc2)cc1Cn1ccnc1	1.9	-4.3*
Clc1ccc(C2[C@H]3CN(CC4CCCCC4)[C@H](c4ccccc4)C34CC2(c2cccnc2)C4)cn1 (stereo not given in full)	-0.9	-0.12
COCCCN1C(=O)C2C(C(=O)Nc3cc(C)cc(C)c3)C3C=CC2(O3)C1C(=O)NC1CCCCC1 (stereo not given)	-1.0	-0.04
